Bioassay records from PubChem BioAssay.
CHT inh: inhibitors of human choline transporter CHT; Q9GZV3; 310,000 compounds, 0.86% hits; B-score at 10 µM; CHT-expressing cells, membrane potential dye, choline response; stronger effect = lower value;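 active = B-score over 3 SD under the library average, and starting fluorescence ratio not unusually high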;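 note: choline stimulus applied at its EC90 after an EC20 pre-addition; B-score computed on integrated fluorescence ratio after choline addition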
KCNQ2 block: KCNQ2 channel blockers in CHO-K1 cells – cell-based, FluxOR thallium flux, B-score, primary screen (AID 2156); O88943; 20 min; stronger effect = lower value; B-score at 10 µM; 310,000 compounds, 1.1% hits;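 active = fluorescence ratio B-score at most minus 3 library SDs, with starting brightness B-score within 2 library SDs, cut at about -5.5 in these data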
Target sequence (O88943 whole entry, looked up): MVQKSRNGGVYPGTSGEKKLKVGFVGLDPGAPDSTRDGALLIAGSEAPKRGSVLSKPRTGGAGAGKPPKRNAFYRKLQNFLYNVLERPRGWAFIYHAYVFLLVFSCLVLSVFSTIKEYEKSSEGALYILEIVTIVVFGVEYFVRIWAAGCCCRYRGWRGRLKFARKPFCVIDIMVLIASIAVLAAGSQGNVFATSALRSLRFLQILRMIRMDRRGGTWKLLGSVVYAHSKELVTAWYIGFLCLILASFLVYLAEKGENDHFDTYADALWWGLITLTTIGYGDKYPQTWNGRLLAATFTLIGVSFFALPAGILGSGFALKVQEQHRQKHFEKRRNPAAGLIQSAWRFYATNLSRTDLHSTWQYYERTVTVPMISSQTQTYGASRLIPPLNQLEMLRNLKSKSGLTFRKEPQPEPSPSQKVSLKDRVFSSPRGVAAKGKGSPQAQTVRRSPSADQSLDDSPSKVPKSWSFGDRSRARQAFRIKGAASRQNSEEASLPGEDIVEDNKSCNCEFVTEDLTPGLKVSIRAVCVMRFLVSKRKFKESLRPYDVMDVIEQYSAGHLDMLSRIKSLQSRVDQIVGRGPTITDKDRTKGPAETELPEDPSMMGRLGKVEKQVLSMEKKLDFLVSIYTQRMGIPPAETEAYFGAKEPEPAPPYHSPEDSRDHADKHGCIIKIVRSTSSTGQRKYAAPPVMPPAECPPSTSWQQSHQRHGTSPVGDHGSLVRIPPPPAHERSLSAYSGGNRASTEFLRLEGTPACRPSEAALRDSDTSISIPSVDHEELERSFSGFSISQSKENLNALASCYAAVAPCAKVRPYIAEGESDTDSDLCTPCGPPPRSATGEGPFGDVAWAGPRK
Kir21 block: Kir2.1 (mouse) channel inhibition; B-score at 10 µM; HEK293-Kir2.1, FluxOR thallium flux fluorescence; stronger effect = lower value; AID 1672; 310,000 compounds, 0.85% hits; P35561;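 active = fluorescence ratio B-score at or below minus 3 SD of library scores, with starting-brightness B-score within 2 SD, cut at about -4.2 in these data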;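 note: channel flux triggered by added potassium and thallium sulfate stimulus; B-score of peak minus minimum fluorescence over baseline after thallium stimulus; more negative B-score means stronger Kir2.1 block with less thallium influx; some compounds called inactive have numbers as strong as hits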
* = called active by the depositor; i = inactive.

CHT inh	KCNQ2 block	Kir21 block	structure
i	i	-0.02	O=C(Nc1cccc(Cl)c1)Nc1ccc2nccnc2c1
i	i	0	CS(=O)(=O)N(CC(=O)NCCC1=CCCCC1)c1cccc([N+](=O)[O-])c1
i	i	-1	O=C(NCc1ccco1)c1ccc2c(c1)N(Cc1ccccc1)C(=O)CS2=O (stereo not given)
i	i	0.12	CC(C)NC(=O)Cn1cc(C#N)c2cc(Br)ccc21
i	i	0.92	ON(Cc1c(F)cccc1Cl)Cc1c(F)cccc1Cl
i	i	1	CCOc1cccc(NC(=O)Cn2nc(-c3ccc4c(c3)OCCO4)ccc2=O)c1
i	i	-0.05	Cc1ccn2c(NC3CCCC3)c(-c3ccsc3)nc2c1
i	i	-1.3	CCCc1cc(Nc2ccccc2)n2ncnc2n1
i	i	-0.78	O=C(NCc1ccc2c(c1)OCO2)C1CCCN1C(=O)Nc1cccc(F)c1 (stereo not given)
i	i	1	Cc1ccc(OCCN2CCN(C(=O)CCC(=O)Nc3nnc(CC(C)C)s3)CC2)cc1
i	i	0.25	Cc1cc(NC(=O)COC(=O)CNC(=O)c2cccs2)c([N+](=O)[O-])cc1C
i	i	1.1	CCn1c(COc2ccccc2OC)nnc1SCC#N
i	i	1.3	COc1cc(C(=O)OCC(=O)Nc2ccc3c(c2)OC(F)(F)O3)ccc1OCc1c(C)noc1C
i	i	-0.22	COc1ccc(C(=O)NCCS(=O)(=O)N2CCc3ccccc3C2)c(OC)c1
i	i	-1.4	CN(C)S(=O)(=O)N1CCN(c2ccc(Cl)cc2)CC1

Two compounds drawn at random from the list so far:
CHT inh	KCNQ2 block	Kir21 block	structure
i	i	-0.78	O=C(NCc1ccc2c(c1)OCO2)C1CCCN1C(=O)Nc1cccc(F)c1 (stereo not given)
i	i	-0.02	O=C(Nc1cccc(Cl)c1)Nc1ccc2nccnc2c1

The list continues.
CHT inh	KCNQ2 block	Kir21 block	structure
i	i	-0.48	O=C(NCCCN1CCOCC1)c1cc2c(s1)-c1ccccc1OC2
i	i	0	O=c1ncn(-c2ccccc2F)c2ncccc12
i	i	-0.79	CCOC(=O)c1sc(NC(=O)CCC(=O)O)nc1C
i	i	-0.34	COc1ccc(Nc2c3c(nc4ccccc24)CCC3)c(OC)c1
i	i	-0.98	CC1CC(C)CN(C2CCCCC2NS(=O)(=O)c2ccc(Cl)cc2)C1 (stereo not given)
i	i	-0.48	CCOc1ccccc1N1CCN(C(=O)Nc2cccc(Cl)c2)CC1
i	i	-0.25	CCOc1cccc2cc(C(=O)Oc3ccc(OC)cc3)c(=O)oc12
i	i	-0.39	Cc1cccc(NC(=O)COn2nnc3ccc(S(C)(=O)=O)cc32)c1
i	i	-1.2	COc1ccc(C2CC(c3cccs3)=NN2C(=O)CSC2=NN3CCCC(=O)N=C3S2)cc1 (stereo not given)
i	i	-0.61	CC(C)(C)CC(=O)Nc1cccc(-c2cn3cccnc3n2)c1
i	i	0.23	N#CCOC(=O)c1sccc1-n1cccc1
i	i	1	CCOc1cc(S(=O)(=O)NCc2ccccn2)ccc1Cl
i	i	-0.84	CCNc1nc(NC(C)C)nc(OCCOC(=O)c2ccccc2)n1
i	i	-1.1	Cc1sc(NC(=O)/C=C/c2ccc(C(C)C)cc2)c(C#N)c1C
i	i	-2	Cc1cccc(-c2nc3c(c(SCC(=O)N4CCOCC4)n2)COC(C)(C)C3)c1

Single records, as listed above. Order of values: CHT inh	KCNQ2 block	Kir21 block
Entry for CC1CC(C)CN(C2CCCCC2NS(=O)(=O)c2ccc(Cl)cc2)C1 (stereo not given) : i	i	-0.98
Entry for CCOc1cccc2cc(C(=O)Oc3ccc(OC)cc3)c(=O)oc12 : i	i	-0.25
Entry for CCOc1cc(S(=O)(=O)NCc2ccccn2)ccc1Cl : i	i	1
Entry for Cc1cccc(-c2nc3c(c(SCC(=O)N4CCOCC4)n2)COC(C)(C)C3)c1 : i	i	-2
Entry for Cc1sc(NC(=O)/C=C/c2ccc(C(C)C)cc2)c(C#N)c1C : i	i	-1.1

(further entries)
CHT inh	KCNQ2 block	Kir21 block	structure
i	i	0.34	COC(=O)c1cccc(NC(=O)Nc2ccc(Cl)c(Cl)c2)c1
i	i	0.72	CCc1cc2c(NCC3CCCO3)ncnc2s1 (stereo not given)
i	i	-3.7	COc1ccccc1C1CC(c2ccc(F)cc2)Nc2ncnn21 (stereo not given)
i	i	-0.28	Cn1c(=O)cc(SCC(=O)NCc2ccc(F)cc2)c2ccccc21
i	i	-0.62	Cc1cc(C)n(-c2nnc(C)n2/N=C/c2ccccc2F)n1
i	i	0.45	O=C(c1ccc(F)cc1)c1cc2ccccc2o1
i	i	-0.04	O=C1CCC/C(=N\NC(=O)NC2CCCCC2)C1
i	i	-0.91	Cc1cccc(-n2ccnc2SCC(=O)Nc2ccc3c(c2)OCCO3)c1
i	i	0.36	O=C(N/N=C/C=C\c1ccccc1[N+](=O)[O-])c1ccccn1
i	i	1.6	Cc1c(CC(=O)NCC(=O)N[C@H](Cc2ccccc2)C(=O)O)c(=O)oc2cc(O)ccc12
i	i	-1.6	Cc1noc(C)c1CSCC(=O)Nc1cc(S(=O)(=O)N2CCCCC2)ccc1OC(C)C
i	i	0.8	O=C(Nc1cccc([N+](=O)[O-])c1)c1cc(S(=O)(=O)N2CCOCC2)cs1
i	i	-0.23	Cn1c(=NC(=O)C2CC2)sc2cccc(F)c21
i	i	1	Cc1cc(S(=O)(=O)N(Cc2ccc3c(c2)OCO3)CC2CCCO2)ccc1-n1cnnn1 (stereo not given)
i	i	1.5	CC(C)(C)OC(=O)N1CC2Cc3[nH]c(=O)ccc3C(C2)C1 (stereo not given)

(further entries)
CHT inh	KCNQ2 block	Kir21 block	structure
i	i	-0.4	CC(Nc1nc(N2CCN(S(C)(=O)=O)CC2)nc2ccccc12)c1ccccc1 (stereo not given)
i	i	-0.83	COCCOC(=O)c1c(C)oc2ccc(OS(C)(=O)=O)cc12
i	i	-2.4	CCOc1cc(/C=C2\C(=N)N3N=C(S(=O)(=O)CC)SC3=NC2=O)ccc1OC(=O)c1ccco1
-5.4*	i	0.33	O=C(Nc1ccc(F)cc1)N1CCN(CCc2ccccc2)CC1
i	i	0.26	O=C(N/C=C\c1ccccc1)NCc1ccc(Cl)cc1Cl
i	i	-1.9	COc1ccc(S(=O)(=O)N2CCC(NC(=O)C3CCCCC3)CC2)cc1
i	i	-0.09	C=CCSc1nc2ccccc2c(=O)[nH]1
i	i	-0.91	CN1CCN(C(=O)N2c3ccccc3C=Cc3ccccc32)CC1
i	i	-2.5	O=c1oc2ccccc2n1CSC1=NCCS1
i	i	-1.5	CCCOC(=O)C1=C(C)NC(=O)NC1c1ccc(Br)s1 (stereo not given)
i	i	0.11	CCOc1ccc2nc(SCC(=O)NCc3ccc(S(N)(=O)=O)cc3)sc2c1
i	i	-0.04	COc1ccc(CNCCNC(=O)c2cccs2)cc1OC
i	i	-0.22	Cc1cc(C(=O)COC(=O)C2=NNC(=O)CC2)c(C)n1CCc1ccccc1
i	i	-1.1	CCn1c(N)c(C(=O)N2CCOCC2)sc1=S
i	i	1.2	COC(=O)[C@H]1C[C@@H]1[C@H](NC(=O)c1ccccc1)c1ccccc1

The list goes on.
CHT inh	KCNQ2 block	Kir21 block	structure
i	i	1.2	Cc1cnc(C(=O)N2CCCC(C(=O)c3cccc(OC(C)C)c3)C2)cn1 (stereo not given)
i	i	0.66	Cc1cc(=O)oc2cc(OCCSCCN3CCOCC3)ccc12
i	i	0.46	CN(CCC(=O)c1ccccc1)CCC(=O)c1ccccc1
i	i	-2.3	COc1ccc(N2CCN(C(c3ccccc3)c3sc4nc(C)nn4c3O)CC2)cc1 (stereo not given)
i	i	2.4	O=C(CSc1nnc(-c2ccccc2)n1Cc1ccco1)Nc1ccc2c(c1)OCCO2
i	i	0.33	CCCCN1C(=O)C(C)=C(C)C1OCCc1ccc(OC)c(OC)c1 (stereo not given)
i	i	-0.24	Cc1ccc(C(=O)Nc2nc3ccc(S(C)(=O)=O)cc3s2)o1
i	i	-1.2	O=Cc1ccccc1-n1cccn1
i	i	0.01	O=C(CCC(=O)c1cccs1)Nc1ccccc1F
i	i	1.2	Nc1ccc(S(=O)(=O)Nc2ncccn2)cc1
i	i	-1.7	NC(=O)c1ccc(NC(=O)CCC(=O)N2CCN(S(=O)(=O)c3ccc(Cl)cc3)CC2)cc1
i	i	-1.7	Nc1ccccc1Sc1nc2ccccc2[nH]1
i	i	0.69	C/C(Cc1ccccc1)=N\NC(=O)CNC(=O)c1cccc(F)c1
i	i	-0.77	CCOP(=O)(OCC)c1nc(-c2ccc(Cl)cc2Cl)oc1N1CCCCC1
i	i	-0.72	C=CCOc1cccc(C2/C(=C(/O)c3ccc(C)cc3)C(=O)C(=O)N2CCN2CCOCC2)c1 (stereo not given)

Going on with the list.
CHT inh	KCNQ2 block	Kir21 block	structure
i	i	0.11	CCC(=O)N1CCc2cc(S(=O)(=O)NCCN3CCCCC3CC)ccc21 (stereo not given)
i	i	1.7	O=S(=O)(O)c1nc2ccccc2n1Cc1ccccc1
i	i	0.03	COCCOC(=O)c1c(C)n(C)c2ccc(OC(=O)c3c(OC)cccc3OC)cc12
i	i	-0.36	C=CCn1c(CCNC(=O)c2ccccc2F)nnc1SCC(=O)Nc1nc(C)cs1
i	i	-0.48	Cc1ccc(-n2nc3c(=O)n(CC(=O)NCCc4cccs4)nc(C)c3c2C)cc1
i	i	-0.86	CN(C)S(=O)(=O)c1cccc(C(=O)NCC2(N3CCOCC3)CCCCC2)c1
i	i	0.62	Cc1cccc(OC(C)C(=O)N/N=C\c2ccncc2)c1 (stereo not given)
i	i	-0.75	CCCCC(=O)Nc1ccc(C(=O)NNC(=O)c2ccc(C)c(Br)c2)cc1
i	i	-1	Cc1occc1C(=O)NNC(=O)Nc1ccc(F)cc1F
i	i	-0.46	CN(C[C@H](Cc1ccccc1)N(C[C@H](Cc1ccccc1)N(CCC(C)(C)C)N=O)N=O)N=O
i	i	0.21	COc1ccc(N(CC(=O)NCc2ccc(F)cc2)S(=O)(=O)c2c(C)noc2C)cc1
i	i	0.02	Nc1ccncc1N
i	i	0.9	COc1ccccc1CN1CC(C(=O)NC2(c3ccccc3)CC2)CCC1=O (stereo not given)
i	i	-1	CC(=O)Oc1cc(O)c2c(c1)OC(c1ccc(OC(C)=O)c(OC(C)=O)c1)C(OC(C)=O)C2=O (stereo not given)
i	i	0.36	O=C(COc1ccccc1)N(Cc1cccc(F)c1)C1CCS(=O)(=O)C1 (stereo not given)

(list continues)
CHT inh	KCNQ2 block	Kir21 block	structure
i	i	-0.03	CCc1ccc(CCC(=O)Nc2ccc(C(C)=O)cc2)o1
i	i	-0.28	COc1ccc(CNC(=O)CCn2nc(C)c3c(C)n(-c4ccccc4)nc3c2=O)c(OC)c1
i	i	1.6	CN(C)c1ccc(C(=O)NNC(=O)Nc2ccccc2)cc1
i	i	0.57	CC(=O)Nc1ccc(NC(=O)COC(=O)c2ccco2)cc1
i	i	-0.46	CC(C)CC(=O)NC(NC(=S)Nc1cccc2cccnc12)C(Cl)(Cl)Cl (stereo not given)
i	i	0.24	COC(=O)c1sccc1NC(=O)Nc1ccccc1Cl
i	i	0.39	COc1ccccc1Oc1ccc(S(=O)(=O)N2CCCC2)cc1
i	i	-1.9	C/C(=N\NC(=O)c1ccc(=O)[nH]n1)c1cccnc1
i	i	-0.35	CS(=O)(=O)c1ccc(N2CCN(c3ccccn3)CC2)c([N+](=O)[O-])c1
i	i	-1.4	COc1ccc(C(=O)Cn2c(=O)oc3ccc(C)cc32)cc1
i	i	-0.05	COc1cc(/C=N/NC(=O)c2ccc(CSc3nc4ccccc4[nH]3)cc2)ccc1O
-5*	i	-0.27	Cc1c(NCc2cc(Cl)cc(Cl)c2O)c(=O)n(-c2ccccc2)n1C
i	i	1.6	CSc1ccccc1C(=O)Nc1cc2c(cc1C(=O)O)OCCCO2
i	i	-0.59	COc1ccc(C(C(=O)NC2CCCC2)N2CCc3ccccc32)cc1 (stereo not given)
i	i	0.74	CCOCCCNC(=O)C1(O)c2cc(Br)ccc2NC(=O)N1c1cccc(OC)c1 (stereo not given)

Some of the entries above, set out differently.
SMILES | CHT inh | KCNQ2 block | Kir21 block
COC(=O)c1sccc1NC(=O)Nc1ccccc1Cl | i | i | 0.24
COc1ccccc1Oc1ccc(S(=O)(=O)N2CCCC2)cc1 | i | i | 0.39
C/C(=N\NC(=O)c1ccc(=O)[nH]n1)c1cccnc1 | i | i | -1.9

(continued)
CHT inh	KCNQ2 block	Kir21 block	structure
i	i	-0.14	CCCCNS(=O)(=O)c1ccc2nc(SCC(N)=O)[nH]c2c1
i	i	0.55	O=S(=O)(/N=C(/Nc1cccc2ccccc12)c1ccccc1)c1ccc(F)cc1
i	i	0.18	COCCSc1nc(N)c(NC(=O)c2ccco2)c(=O)[nH]1
i	i	-0.49	CN(C)CCNc1nc(-c2ccco2)c2c(c1C#N)CC(C)(C)OC2
i	i	-0.04	COc1ccc2c(c1)cc1c(=O)n(CC(=O)NC(C)CCc3ccccc3)nc(C)n12 (stereo not given)
i	i	1.7	O=[N+]([O-])c1cccc(/C=N/n2cnnc2)c1O
i	i	-0.04	CC(=O)Nc1ccc(NC(=O)C(C)OC(=O)CCCc2c[nH]c3ccccc23)cc1 (stereo not given)
i	i	1.5	Cc1ccc(S(=O)(=O)NCC(=O)N(CC(=O)NCc2ccco2)C2CCCC2)cc1
i	i	-1.2	O=C(Nc1ccc(Cl)cn1)c1cc2c(s1)-c1ccccc1OC2
i	i	0.01	O=C(CCSCCc1ccccn1)Nc1c(F)cc(F)cc1Br
i	i	0.66	CC(C)(C)NC(=O)C(Cc1ccccc1)NS(=O)(=O)c1ccc2c(c1)CCC(=O)N2 (stereo not given)
i	i	0.03	COc1ccc(N=C(C)C2=C(O)c3ccccc3C2=O)cc1

Hits appear at their usual frequency (roughly 2.6% active in at least one column).
